Screens (PubChem BioAssay)
BH1578 lux ind – quorum light induction in luxS cqsA deficient V. cholerae. V. cholerae BH1578 lux reporter, luminescence, 6 h. activation, % at 18.7 µM. actives 0.16% (n = 350,000). AID 588436; in the data active = activation mostly above about 9.7%, no sharp cut-off; also: not every result past the cut was called active; inactives centre near 0; reference of the scale not given here
FBA Mtb inh – Mtb fructose-bisphosphate aldolase inhibition | actives 2.3% (n = 360,000) | inhibition, % at 1 µM | purified M. tuberculosis FBA, fluorescence read-out; in the data active = inhibition above about 27%;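 also: 0% = vehicle and 100% = reference inhibitor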
Yp Topo-I inh – inhibitors of Yersinia pestis topoisomerase I. actives 0.064% (n = 360,000). Y. pestis Topo-I cleavage product accumulation, plate reader. AID 504884. activity, % at 10 µM; in the data active = activity above about 50%, passing the limit was not always enough; also: inactives centre near 2
PfHsp40 yeast – restores yeast growth despite PfHsp40 toxicity; S. cerevisiae expressing PfHsp40, growth rescue, ATP luminescence; growth rescue, % at 12.5 µM; actives 0.68% (n = 340,000); AID 504582; in the data active = growth rescue above about 28%, passing the limit was not always enough;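 also: yeast W303a lacking pdr1 and pdr3 grown in galactose medium; growth measured after three days at 30 °C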
GDH-TPI inh – counter-screen for M. tuberculosis FBA inhibitors: GDH-TPI coupled enzymes. GDH-TPI coupled enzyme counterscreen, NADH absorbance. AID 588335. inhibition, % at 4.8 µM. actives 1.2% (n = 360,000); in the data active = inhibition above about 30%;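 also: 0% = DMSO wells and 100% = wells lacking the enzyme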
TcdB GH inh – blocks C. difficile toxin B glycohydrolase activity. actives 0.24% (n = 350,000). P18177. TcdB glycohydrolase enzymatic assay, plate reader. inhibition, % at 9.99 µM; in the data active = inhibition above about 10%
FadD28 FP inh – blocks FadD28 binding to the bisubstrate probe | fluorescence polarization | inhibition, % at 12.5 µM | actives 0.22% (n = 360,000) | AID 588549; in the data active = inhibition above about 8.5%, passing the limit was not always enough
Mtb BioA inh – BioA (M. tuberculosis) enzyme inhibition. purified M. tuberculosis BioA enzyme, plate reader. inhibition, % at 9.99 µM. actives 0.096% (n = 360,000). AID 602481; in the data active = inhibition above about 40%
Mtb UGM inh – blocks M. tuberculosis UGM enzyme; P9WIQ1; purified UGM, fluorescence polarization probe displacement; inhibition, % at 10 µM; actives 0.06% (n = 320,000); AID 504406; in the data active = inhibition above about 10%, passing the limit was not always enough
* hit, by the source's call; i = inactive; · = not tested or not shown.

SMILES | BH1578 lux ind | FBA Mtb inh | Yp Topo-I inh | PfHsp40 yeast | GDH-TPI inh | TcdB GH inh | FadD28 FP inh | Mtb BioA inh | Mtb UGM inh
COc1ccc2cc(C(=O)N3CCCC(Nc4ccc(F)cc4)C3)n(C)c2c1 (configuration not stated) | 0.4 | -3 | 15 | -0.7 | 8 | -1.1 | -3.5 | 1.9 | -0.7
C/C(CC(=O)Nc1cc(C)ccn1)=N\NC(=O)c1cccc(C)c1O | -0.1 | 9 | -1 | -0.9 | 3 | 3.9 | -1.7 | 0.5 | -0.9
O=C(CSc1ccc2nnc(-c3ccncc3)n2n1)Nc1nccs1 | i | -1 | 2 | -0.1 | 2 | 1.1 | -0.1 | 0.5 | ·
COc1ccc(CCN=C(N)NS(=O)(=O)c2cc(F)ccc2OC)cc1 | -0.4 | -2 | -4 | -0.1 | 1 | 1.5 | -3.8 | -1.1 | 0.4
C=CCOc1ccc(/C=C/C(=O)OCC(=O)N2CCC(c3ccccc3)=N2)cc1 | i | -1 | 5 | 0.7 | 2 | 3.6 | -0.9 | -0.1 | -1.5
CCOC(=O)c1cnn(-c2ccc(NS(=O)(=O)c3ccc(Cl)cc3)cc2)c1C(F)(F)F | -0.9 | -2 | 16 | 5.9 | 8 | -0.4 | -1.1 | · | -3.4
Cc1ccc(CNC(=O)CN(C)S(=O)(=O)c2ccc3c(c2)n(C)c(=O)c(=O)n3C)cc1 | -1.8 | 2 | 1 | -1.1 | 15 | · | -0.5 | -0.2 | 0.4
COc1ccc(OC2C(=O)N(Cc3ccc(F)cc3)C2c2ccc(OC)c(OC)c2)cc1 (configuration not stated) | i | 1 | 4 | 1.6 | 4 | 1.3 | -0.6 | 32 | -0.3
CCN(Cc1ccccc1)C(=O)c1cc2c(=O)oc3ccc(C)cc3c2s1 | i | 0 | 31 | 3.7 | 12 | 1.2 | -3.1 | -1.6 | 3.0
Cc1ccccc1NC(=O)Cn1c([N+](=O)[O-])cnc1C | -3.1 | 0 | -4 | 0.5 | 10 | · | -1.2 | -1.5 | -0.9
COc1ccc(S(=O)(=O)NCCCn2ccnc2)cc1C(C)(C)C | i | 0 | 5 | -1.8 | 6 | -0.1 | -1.0 | -0.3 | -1.1
O=C(NNC(=O)c1ccc2ccccc2c1O)c1ccccc1Cl | 9.8 | -4 | -7 | 2.4 | 12 | · | -2.1 | · | 2.7
O=C(NC1=NCCS1)c1ccccc1Br | i | 1 | 5 | · | -5 | 1.2 | -0.9 | -0.4 | 3.0
COc1ccc(N2CCN(c3nc4ccccn4c(=O)c3C=O)CC2)cc1 | -0.2 | -1 | -1 | -1.3 | 7 | 2.2 | 0.3 | · | -0.5
CN(C(=O)COC(=O)C1CCN(S(=O)(=O)c2ccc3c(c2)OCCO3)CC1)C1CCS(=O)(=O)C1 (configuration not stated) | i | -2 | 1 | -0.7 | 6 | -8.1 | -1.1 | 0.2 | 4.4
COc1ccc(NC(=O)CNS(=O)(=O)c2cccc3nonc23)c(OC)c1 | -0.4 | 0 | 4 | 0.6 | 10 | · | 0.2 | · | 0.5
Cc1cc(C(=O)CN2C(=O)C(=O)N(CC(C)C)C2=O)c(C)n1-c1ccccc1F | -0.2 | 3 | -1 | 1.9 | -1 | 3.9 | -3.1 | · | -0.1
CCn1c(CNS(=O)(=O)c2ccc(Br)cc2)nnc1SC | i | 5 | -1 | -0.1 | -1 | 3.9 | -1.1 | -0.5 | 0.5
Nc1c(C=C2C=CC(=O)C=C2)c(=O)nc2sc(CC(=O)N3CCCC3)nn12 | i | 2 | -3 | -0.8 | 11 | -0.4 | -1.2 | -0.6 | -3.3
OCCCCNCc1cc(Br)ccc1OCc1ccccc1F | -0.4 | -1 | -4 | 0.5 | -6 | -0.3 | -2.8 | 0.8 | 0.2
N#CCc1ccc(C(=O)c2ccccc2)s1 | i | 5 | 5 | -0.8 | 3 | · | -0.4 | · | -0.6
O=C(Nc1ccccc1)c1ccc(C(=O)Nc2ccccc2)nc1 | -0.6 | 0 | 5 | 7.9 | -1 | 0.1 | 0.0 | · | -0.8
Cc1cc(C)[n+](CCCC[n+]2c(C)cc(C)cc2C)c(C)c1 | -5.0 | 1 | 3 | 0.8 | -14 | 2.9 | -7.4 | -1.0 | 1.6
CCC(=O)Nc1c(-c2ccc(C)cc2)nc2ccc(C)cn12 | -0.5 | 24 | -3 | -1.4 | 8 | 2.9 | -0.7 | -1.1 | -0.6
O=C(CN1CCCCCC1)Nc1ccc(Br)cc1Br | -7.7 | 3 | 36 | -0.1 | 1 | · | -4.6 | 2.4 | -1.6
CC(=O)N1N=C(c2ccc(Br)cc2)CC1c1cccc([N+](=O)[O-])c1 (configuration not stated) | i | -1 | 27 | · | 2 | 0.6 | -0.7 | 1.2 | ·
O=C(CCNC(=O)N1CC(=O)Nc2ccccc21)Nc1ccc(F)c(Cl)c1 | 0.2 | 0 | 2 | -1.1 | -7 | -1.3 | -2.1 | 0.3 | 2.4
Cc1sc2c(c1C)CN(C(C)(C)C)CN2C(=O)c1ccccc1 | i | 3 | -3 | -0.9 | -5 | · | -2.5 | · | 2.5
COC(=O)C(Cc1ccccc1)NC(=O)CCc1c[nH]c2ccccc12 (configuration not stated) | -1.2 | 0 | -1 | -1.6 | 6 | -0.3 | -1.5 | 1.3 | 1.2
COc1ccc(C)cc1S(=O)(=O)NCC(c1ccc2c(c1)OCO2)N1CCOCC1 (configuration not stated) | -0.7 | 6 | 0 | 0.2 | 0 | 1.6 | -1.6 | 1.1 | -1.7
CCn1c(=O)c2c(nc(SCc3ccccn3)n2C)n(C)c1=O | i | 2 | -9 | -2.0 | 8 | · | -0.5 | 0.6 | ·
Nc1nnc(/C=C/c2ccccc2Cl)s1 | -0.3 | 28* | 0 | -1.1 | 6 | -0.2 | -4.9 | · | 2.4
Cn1c(SCC(=O)Nc2nccs2)nnc1C1CC1 | -1.6 | -1 | 7 | -0.8 | 12 | 1.2 | -3.1 | -2.8 | 0.5
O=C(c1cc2ncc(Br)cn2n1)N1CCN(C(=O)c2ccco2)CC1 | -0.7 | 4 | 4 | -0.3 | -8 | · | -3.3 | -0.3 | 1.6
CCCC(=O)c1ccc(N2CCN(C(=O)c3ccccc3Br)CC2)c(F)c1 | -3.2 | -1 | 31 | 6.7 | 6 | · | -5.5 | 1.7 | 0.2
CCOc1cccc2cc(C(=O)NCCC3=CCCCC3)c(=O)oc12 | -1.4 | -1 | -7 | 0.8 | 1 | 0.4 | -2.2 | · | 3.4
CC(C)CCNC(=O)C1CCN(Cc2cccc(OCc3ccccc3)c2)CC1 | 0.7 | -2 | 15 | -1.1 | -1 | 0.7 | -3.7 | -1.4 | 1.9
CC(=O)c1cc(C#N)c(SCc2ccccc2C#N)nc1C | i | 4 | -7 | 0.2 | 2 | · | -0.2 | -5.8 | 0.0
CC(=O)NCCOc1cccc2cccnc12 | i | 3 | -10 | 0.7 | 6 | -1.6 | 0.4 | -3.2 | -2.8
COc1cc2c(cc1C1NC(=S)NC(C)=C1C(N)=O)CCCC2 (configuration not stated) | -0.2 | -4 | 0 | -0.3 | 3 | 1.1 | -0.4 | · | 4.6
CN(CC(=O)Nc1ccccc1C(F)(F)F)C(=O)C1CCN(C(=O)c2ccc(Cl)cc2)CC1 | -0.7 | 2 | -6 | -0.4 | 5 | -0.3 | 0.6 | -0.3 | -1.7
COC(=O)c1nn(-c2c(C)n(C)n(-c3ccccc3)c2=O)cc1O | -0.7 | 1 | -5 | -0.8 | 8 | · | -2.8 | 0.3 | -2.1
CC(C)Nc1nc(NC(C)C)nc(C(=O)OCCO)n1 | -0.3 | 5 | -2 | -0.1 | 15 | 0.1 | -0.7 | -2.5 | 1.0
Cc1csc(NC(=O)CCn2c(=O)oc3ccccc32)n1 | -0.8 | -2 | -6 | 8.5 | 9 | · | -3.0 | 2.6 | -1.2
CSc1cccc(NC(=O)CCNC(=O)c2ccco2)c1 | 0.3 | -5 | -11 | -0.4 | -6 | 0.7 | -1.8 | · | 1.7
CCC1(c2ccccc2)NC(=O)N(CC(=O)N(C)Cc2ccccc2)C1=O (configuration not stated) | -3.3 | 1 | 13 | 1.1 | -4 | 0.4 | 0.1 | -0.6 | 1.4
COc1cccc(C(=O)Nc2c3c(nn2-c2ccc([N+](=O)[O-])cc2)CS(=O)(=O)C3)c1 | i | -9 | -16 | 0.8 | -2 | 2.4 | -3.6 | 1.0 | 0.8
COc1ccccc1C(=O)Nc1ccnn1C1CCN(Cc2cnn(C)c2)CC1 | · | 3 | 2 | -0.1 | 0 | 0.8 | -1.7 | 3.5 | 3.5
OC1=C(O)c2nc3cc(F)ccc3nc21 | -0.4 | 0 | -1 | 1.2 | 12 | -0.5 | -1.8 | 0.0 | 2.5
Cn1nc(C(=O)NCc2ccco2)c2ccccc2c1=O | -0.2 | -1 | -8 | -1.5 | 7 | -0.7 | -1.5 | · | -1.2

Continued.
SMILES | BH1578 lux ind | FBA Mtb inh | Yp Topo-I inh | PfHsp40 yeast | GDH-TPI inh | TcdB GH inh | FadD28 FP inh | Mtb BioA inh | Mtb UGM inh
Cc1cccc(OCC(=O)N2CCOCC2)c1 | i | 0 | 4 | -2.0 | 6 | · | -0.4 | -0.7 | 2.0
Cc1ccc(C(C(=O)NC2CCCC2)N(C(=O)c2csnn2)C2CC2)cc1 (configuration not stated) | -7.8 | 0 | 5 | -4.1 | 4 | -2.2 | -2.6 | -1.0 | -1.7
Cc1cccc(Nc2nc(N)c([N+](=O)[O-])c(NCc3ccco3)n2)c1 | -3.1 | -3 | 7 | 8.5 | 23 | -3.5 | -5.5 | 2.2 | 2.1
Cc1ccccc1OC(C)c1nc(-c2ccccc2)no1 (configuration not stated) | 12 | 4 | 7 | -0.3 | 0 | · | 0.4 | -0.1 | -0.7
CC(CN1CCN(CC(C)C(=O)c2ccccc2)CC1)C(=O)c1ccccc1 (configuration not stated) | 2.7 | -1 | 3 | 0.4 | -11 | -0.3 | -4.2 | 1.2 | ·
C/C(=N\NC(=O)c1ccc(N2CCCC2=O)cc1)c1ccc(O)cc1O | -1.3 | 3 | -2 | -0.3 | 33* | 0.3 | -1.8 | -0.3 | -1.0
Cc1ccccc1C(=O)NC(CC(C)C)C(=O)N1CCN(c2ccccc2)CC1 (configuration not stated) | -7.8 | 0 | 25 | 3.3 | 6 | 0.4 | -3.1 | 0.1 | -0.2
O=C(CNC(=O)C12CC3CC(CC(C3)C1)C2)N/N=C\c1ccco1 | i | 2 | 7 | -2.0 | -2 | 3.2 | -3.8 | 0.4 | 4.0
Cc1ccc(CNC(=O)C(Cc2ccccc2)NS(=O)(=O)c2ccc3c(c2)CCC(=O)N3)cc1 (configuration not stated) | -0.2 | 0 | 21 | 0.1 | 0 | -0.3 | -2.8 | -1.3 | 0.9

An excerpt from above in order of molar mass, smallest number first.
SMILES | BH1578 lux ind | FBA Mtb inh | Yp Topo-I inh | PfHsp40 yeast | GDH-TPI inh | TcdB GH inh | FadD28 FP inh | Mtb BioA inh | Mtb UGM inh
OC1=C(O)c2nc3cc(F)ccc3nc21 | -0.4 | 0 | -1 | 1.2 | 12 | -0.5 | -1.8 | 0.0 | 2.5
Cc1cccc(OCC(=O)N2CCOCC2)c1 | i | 0 | 4 | -2.0 | 6 | · | -0.4 | -0.7 | 2.0
Cn1nc(C(=O)NCc2ccco2)c2ccccc2c1=O | -0.2 | -1 | -8 | -1.5 | 7 | -0.7 | -1.5 | · | -1.2
O=C(CNC(=O)C12CC3CC(CC(C3)C1)C2)N/N=C\c1ccco1 | i | 2 | 7 | -2.0 | -2 | 3.2 | -3.8 | 0.4 | 4.0
C/C(=N\NC(=O)c1ccc(N2CCCC2=O)cc1)c1ccc(O)cc1O | -1.3 | 3 | -2 | -0.3 | 33* | 0.3 | -1.8 | -0.3 | -1.0
Cc1ccc(C(C(=O)NC2CCCC2)N(C(=O)c2csnn2)C2CC2)cc1 (configuration not stated) | -7.8 | 0 | 5 | -4.1 | 4 | -2.2 | -2.6 | -1.0 | -1.7
Cc1ccccc1C(=O)NC(CC(C)C)C(=O)N1CCN(c2ccccc2)CC1 (configuration not stated) | -7.8 | 0 | 25 | 3.3 | 6 | 0.4 | -3.1 | 0.1 | -0.2
Cc1ccc(CNC(=O)C(Cc2ccccc2)NS(=O)(=O)c2ccc3c(c2)CCC(=O)N3)cc1 (configuration not stated) | -0.2 | 0 | 21 | 0.1 | 0 | -0.3 | -2.8 | -1.3 | 0.9
